Bioassay records deposited in PubChem BioAssay by Johns Hopkins Ion Channel Center.
Kir21 block: inhibitors of mouse Kir2.1 inward-rectifier potassium channel; B-score at 10 µM; AID 1672, 2009; Inward rectifier potassium channel 2 (Mus musculus), P35561; HEK293-Kir2.1, FluxOR thallium flux fluorescence; hits give low values; 310,000 tested, 0.85% active;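 active = fluorescence ratio B-score at or below minus 3 SD of library scores, with starting-brightness B-score within 2 SD, cut at about -4.2 in these data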;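 note: channel flux triggered by added potassium and thallium sulfate stimulus; B-score of peak minus minimum fluorescence over baseline after thallium stimulus; more negative B-score means stronger Kir2.1 block with less thallium influx; some compounds called inactive have numbers as strong as hits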
Target sequence (P35561 whole entry, looked up): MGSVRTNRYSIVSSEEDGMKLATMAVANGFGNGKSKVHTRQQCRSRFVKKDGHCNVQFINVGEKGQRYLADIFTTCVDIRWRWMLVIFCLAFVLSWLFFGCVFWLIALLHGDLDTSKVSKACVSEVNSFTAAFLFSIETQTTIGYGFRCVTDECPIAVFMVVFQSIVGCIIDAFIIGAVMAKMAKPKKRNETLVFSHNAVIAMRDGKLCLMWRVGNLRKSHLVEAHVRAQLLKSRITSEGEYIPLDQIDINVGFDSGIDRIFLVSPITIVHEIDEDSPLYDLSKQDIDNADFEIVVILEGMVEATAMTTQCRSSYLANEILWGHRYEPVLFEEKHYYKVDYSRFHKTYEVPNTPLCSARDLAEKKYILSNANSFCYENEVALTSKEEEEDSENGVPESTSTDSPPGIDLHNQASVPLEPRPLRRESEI
KCNQ2 block: KCNQ2 potassium channel inhibitors, primary screen, cell-based, CHO-K1, FluxOR thallium flux, B-score (AID 2156); Potassium voltage-gated channel subfamily KQT member 2 (Rattus norvegicus), O88943; 20 min; hits give low values; B-score at 10 µM; 310,000 tested, 1.1% active;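 active = fluorescence ratio B-score at most minus 3 library SDs, with starting brightness B-score within 2 library SDs, cut at about -5.5 in these data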
Numbers without * were called inactive; i = inactive.

Kir21 block,KCNQ2 block,mol
-0.85,i,O=C1N/C(=C\c2nc3ccccc3s2)c2ccccc21
1.85,i,O=C(N/N=C\c1cn(-c2ccccc2)nc1-c1ccccc1)c1ccc(Br)o1
-1.31,i,O=C(Cc1cccs1)OCC(=O)c1ccco1
-2.84,i,Cc1cc(OCC(=O)NNC(=S)NCC2CCCO2)cc(C)c1Cl (stereo not given)
0.86,i,COc1ccc(S(=O)(=O)N(C)CC(=O)Nc2ccc3c(c2)OCO3)cc1
1.86,i,O=C(CCC(=O)CCN1CCCCC1)CCN1CCCCC1
-0.41,i,CSCCCNC(=O)c1ccc(OC2CCN(CCc3ccccc3)CC2)cc1
-0.08,i,COc1ccc(-c2nn(CCC#N)cc2C(=O)Nc2cccc(C(=O)O)c2)cc1[N+](=O)[O-]
1.81,i,CCOC(=O)Cc1csc(NC(=S)NC(=O)c2ccc([N+](=O)[O-])cc2)n1
0.75,i,CNC(=O)c1ccc(Oc2ccc(C(=O)NC)cc2)cc1
-0.02,i,Clc1ccc(CNCC2CCCO2)cc1 (stereo not given)
0,i,COc1ccccc1C(C)NCC(=O)NC(=O)NCc1ccco1 (stereo not given)
0.94,i,CNC(=S)NCc1ccc(OC)cc1
-0.69,i,CC(c1ccccc1)N1CC(C(=O)N2CCN(c3ccccc3)CC2)CC1=O (stereo not given)
0.68,i,CCN(CC)C(=O)CN1CCN(c2ncccn2)CC1
0.22,i,COc1cccc(-c2c(C#N)c(N)nc3c2c(=O)nc2sccn23)c1
-0.34,i,COc1cc(N2CCCC2)c(OC)cc1/C=C1/NC(=S)NC1=O
0.56,i,COCCCNC(=O)/C(C#N)=C/c1c(N2CCN(c3ccccc3)CC2)nc2c(C)cccn2c1=O
0.47,i,COc1ccc(C(=O)c2sc3nc(-c4ccc(OC)cc4)ccc3c2N)cc1
0.09,i,O=C(COC(=O)c1cccc(S(=O)(=O)N2CCOCC2)c1)Nc1nc(-c2ccccc2Cl)cs1
0.04,i,CC(=O)Nc1ccc(S(=O)(=O)NCCC(=O)Nc2cccc(Cl)c2)cc1
-1.62,i,Cc1ccccc1NC(=O)C1CCCN(S(=O)(=O)c2ccc3c(c2)C(C)(C)C(=O)N3C)C1 (stereo not given)
-0.73,i,CC(NCc1ccc(S(N)(=O)=O)cc1)C(=O)Nc1cccc(Cl)c1 (stereo not given)
0.51,i,Cc1occc1C(=O)N(C)Cc1nc(-c2ccccc2)no1
0.02,i,CCOC(=O)/C=C1\SCC(=O)N1Cc1nnc(-c2ccccc2Br)o1
1.52,i,COCCN1CCN(C(=O)C2CCC(=O)N(Cc3ccccc3F)C2)CC1 (stereo not given)
0.96,i,NNC(=O)c1cc2sccc2s1
2.73,i,COc1ccccc1N1CCN(C(=O)CN2C(=O)c3cccc4cccc(c34)C2=O)CC1
0.35,i,O=C1NCCCC1C(=O)N/N=C/c1cccc([N+](=O)[O-])c1 (stereo not given)
0.15,-5.58*,O=C(COc1ccc(Br)cc1)N1CCC(c2ccccc2)C1 (stereo not given)
0.22,i,Cc1nn(C)c(Oc2ccccc2)c1CCNC(=O)CC(C)C
0.07,i,COc1ccccc1NS(=O)(=O)c1cc(NC(=S)NCC2CCCO2)ccc1C (stereo not given)
-2.11,i,Cc1cc(SCC(=O)OCC(=O)N(C)c2ccccc2)nc2ccccc12
0.05,i,Cc1oc(-c2ccccc2F)nc1CS(=O)(=O)CC(=O)NC1CCCC(C)C1C (stereo not given)
1.57,i,O=C(Nc1ccccc1C(=O)Nc1ccncc1)c1cccc([N+](=O)[O-])c1
-1.06,i,COc1ccc(C(=O)NC(=S)Nc2ccc3oc(=O)ccc3c2)cc1OC
-0.01,i,CC(C)(C)NC(=O)/C=N/O
0.86,i,CCOC(=O)C1CCN(C(=O)c2cc(COc3ccc(OC)c4ccccc34)on2)CC1
0.56,i,c1ccc(-c2cnc(-c3ccccc3)nc2)cc1
-0.85,i,Cc1onc(-c2ccccc2Cl)c1C(=O)Nc1ccccc1
-1.29,i,COc1ccc(-n2c(=O)c(NC(=O)c3ccccc3)c3n(c2=S)CCCCC3)cc1
-1.24,i,CC(C)[C@H](NC(=O)c1ccccc1)C(=O)NCCc1ccccc1
-0.44,i,NNC(=O)c1cn2ccccc2n1
0.04,i,O=c1cc(CSc2nnnn2-c2ccccc2)nc2nc[nH]n12
1.31,i,Cc1nn(-c2nc3ccccc3s2)c(N)c1Sc1ccc(F)cc1
-0.16,i,COc1ccc(C(CNC(=O)c2ccc(NS(=O)(=O)c3ccc(F)c(C)c3)cc2)N2CCOCC2)cc1 (stereo not given)
-0.13,i,C=C(C)COc1ccc(-c2nc(N)ncc2-c2ccccc2OC)c(O)c1
0.83,i,COc1ccc(S(=O)(=O)Nc2ccc(S(=O)(=O)Nc3ccc(F)cc3)cc2)cc1C
-0.27,i,CC(C(=O)NCc1ccccc1Cl)n1cc([N+](=O)[O-])cn1 (stereo not given)
0.01,i,COc1cc(CN2CCN(C(=O)c3cccc4ccccc34)CC2)cc(OC)c1O
-0.1,i,O=C(Nc1ccc(COc2ccccc2)cc1)Oc1ccccc1N1CCOCC1
1.38,i,CCc1ccc(-c2cn3nc(-c4ccccc4)cnc3n2)cc1
-1.05,i,Cc1ccc(N(CC(=O)NCC2CCCO2)C(=O)CCC(=O)Nc2ccccn2)cc1 (stereo not given)
0.53,i,CCSCCC(NC1=CC(=O)CC(C)(C)C1)C(=O)O (stereo not given)
0.12,i,CCOc1ccc(OCc2ccc(C(=O)NCc3cccnc3)o2)cc1
-2.01,i,CCCC(CCC(=O)Nc1ccn(-c2ccccc2)n1)C(=O)O (stereo not given)
-1.6,i,Cc1nc2ccccc2n1CC(=O)OCC(=O)Nc1ccc2c(c1)OCCO2
-0.06,i,CCNc1c([N+](=O)[O-])c(=O)n(CC)c2ccccc12
0.9,i,O=C(N1CCOCC1)N1CCN(c2ccccc2F)CC1
-1.07,i,COc1ccc(-c2csc(Cc3nnc(N4CCOCC4)n3-c3ccccc3)n2)cc1

(list continues)
Kir21 block,KCNQ2 block,mol
-0.25,i,CCOC(=O)c1c(N)sc2c1CCS(=O)(=O)C2
0.09,i,N=c1c(S(=O)(=O)c2ccc(Cl)cc2)cc2c(=O)n3ccccc3nc2n1C1CCCC1
2.15,i,O=C(CN1C(=O)c2ccccc2S1(=O)=O)NCc1ccccn1
-0.46,i,CCOC(=O)c1c(-c2ccc(C)o2)csc1NC(=O)CN1CCCCC1
-1.16,i,CCN(CC(=O)Nc1ccc(NC(C)=O)cc1)C(=O)c1cccc(S(=O)(=O)N2CCCC2)c1
1.21,i,O=C(c1cccs1)N1CCCC(c2nc3c(nnn3Cc3cccc(Cl)c3)c(=O)[nH]2)C1 (stereo not given)
-0.47,i,CCOC(=O)N1CCN(C(=O)CCc2ccc(S(=O)(=O)NCCc3ccccc3)cc2)CC1
0.25,i,Cc1c(C(c2ccc(N(C)C)cc2)c2c(C)n(C)n(-c3ccccc3)c2=O)c(=O)n(-c2ccccc2)n1C
-1.07,i,O=C1CCN(Cc2ccccc2)CCN1[C@H](CSc1ccccc1)Cc1ccccc1
-1.58,i,CCOc1ccc(N2C(=O)Cc3ccccc3C2=O)cc1
-0.65,i,COc1ccc(C/C(N)=N/OC(=O)Cc2ccc(OC)c(OC)c2)cc1
-0.87,i,CCC(C(=O)NC(C)(C)C)N(C(=O)Cn1nnc(-c2cccs2)n1)c1cnc2ccccc2c1 (stereo not given)
1.94,i,Cc1cc(CNC(=O)Cc2c(F)cccc2Cl)nn1C
-1.25,i,COc1cccc(COC(=O)c2ccc3c(c2)NC(=O)C(C)S3)c1OC (stereo not given)
0.26,i,CC(C)Nc1nnc(SCC(=O)Nc2ccc3c(c2)C(=O)c2ccccc2C3=O)s1
1.59,i,CCSc1nc2ccccc2n1CCC(=O)O
1.59,i,COc1ccc(-c2csc3nc(C)nc(N4CCC(C)CC4)c23)cc1OC
-0.01,i,O=C(Nc1cccc(CCc2ccccn2)c1)c1ccc(Cl)cc1
-0.36,i,Cc1ccc(N(CC(=O)N2CCCCC2)S(=O)(=O)c2ccc(C)cc2)cc1
-0.08,i,Cc1ccc(S(=O)(=O)N2C(=S)SCC2(C)C)cc1
-1.51,i,Cc1cccc(-c2c3c(=O)n(C)c(=O)n(C)c3cn2CC2CCCO2)c1 (stereo not given)
0.42,i,Cc1ccc(Cl)cc1NC(=O)c1cccc(OC(F)F)c1
1.26,i,COc1cc(OC)c(C(=O)Nc2ccc3ccccc3c2)cc1OC
0.85,i,O=C(O)c1ccc2c(c1)C(=O)N(NC(=O)c1ccc(O)cc1)C2=O
-0.67,i,CC1C(=O)C(C)C(c2ccco2)NC1c1ccco1 (stereo not given)
-3.65,i,O=C(CSc1cn[nH]n1)Nc1ccccc1C(=O)O
0,i,Cc1ccc(S(=O)(=O)N2CCN(C(=O)NCc3ccc(C(=O)O)cc3)CC2)cc1
-1.63,-5.57*,C=CC[C@H]1CC(C)=C[C@H](CC=C)N1C(=O)c1cc(COc2ccccc2SC)on1
-1.11,i,CCC(C)(C(=O)NC1CCCCC1)N(C(=O)CNC(=O)c1ccccc1)c1c(C)n(C)n(-c2ccccc2)c1=O (stereo not given)
-0.58,i,Cc1ccc(Cl)cc1Nc1nc(-c2sc(NC(=O)C(C)(C)C)nc2C)cs1
0.76,i,O=C(CSc1ncccn1)NCCc1ccccc1
-0.05,i,COc1cc(C2Nc3cc(C)c(C)cc3NC3=C2C(=O)CC(C)(C)C3)ccc1OC(C)=O (stereo not given)
1.49,i,CCn1cc(SCC(N)=O)c2ccccc21
-1.12,i,O=C(COc1ncnc2ccccc12)NCCC1=CCCCC1
0.25,i,Cc1ncc([N+](=O)[O-])n1CC(=O)N/N=C/c1ccc(F)cc1
-0.3,i,CC(C)CC1(C)NC(=O)N(CC(=O)Nc2ccc3c(c2)CCC3)C1=O (stereo not given)
0.26,i,CC1CC(OCC(O)C[N+]2(C)CCOCC2)CC(C)(C)C1 (stereo not given)
-1.6,i,COc1ccc(C(C(=O)Nc2ccc(F)cc2)N(C(=O)Cn2nnc3ccccc32)C2CC2)cc1 (stereo not given)
-0.9,i,Cc1ccc(-c2nn(-c3ccccc3)cc2C(=O)Nc2ccc(C)c(S(=O)(=O)N3CCOCC3)c2)cc1
2.85,i,CCOc1c(Cl)cc(CNc2ccc(N3CCCC3)cc2)cc1OC
0.87,i,O=C1NCCCC1C(=O)N/N=C/c1cccc(Cl)c1 (stereo not given)
0.36,i,O=C(Nc1ccc(S(=O)(=O)N2CCOCC2)cc1)c1ccc(=O)[nH]c1
-0.01,i,Clc1cccc(Nc2nc(-c3ccncc3)cs2)c1
1.8,i,CCOC(=O)CN1C(=O)NC2(CCCc3ccccc32)C1=O (stereo not given)
-1.61,i,COc1cc(C(F)(F)F)nc2c(Br)c(C(C)(C)C)nn12
-0.05,i,O=[N+]([O-])c1ccc(Cl)c(S(=O)(=O)Nc2ccc(-c3ccc(N4CCCC4)nn3)cc2)c1
-0.05,i,Cc1sc2ncnc(N(C)Cc3cccs3)c2c1C
0.62,i,O=C(O)CCCCNCc1ccccc1
0.99,i,Cc1ccc2nc(-c3ccc(NS(=O)(=O)c4c(C)n(C)c(=O)n(C)c4=O)cc3)sc2c1
-0.05,i,CC(=O)NCCn1c(SCC(=O)NCC2CCCO2)nc2ccccc2c1=O (stereo not given)
-0.13,i,COc1ccc(NC(=O)CSc2nccn2Cc2ccccc2)cc1
-0.41,i,CCN(c1ccccc1)S(=O)(=O)c1cc2c(cc1C)NC(=O)CO2
0.24,i,Cc1ccc(S(=O)(=O)N/N=C2/CC(=O)CC(C)(C)C2)cc1[N+](=O)[O-]
0.08,i,COc1cccc(-c2nc(CS(=O)(=O)CC(=O)NCCC(C)C)c(C)o2)c1

The order is random; 1.8% or so of the library scored in one or more.
